# Pol eta inh – qHTS for Inhibitors of Polymerase Eta | DNA polymerase eta (Homo sapiens), Q9Y253 | recombinant Pol eta, fluorescent DNA replication assay | Potency, µM (highest dose often 114 µM), without a hit: top-dose activity change, negative = inhibition, most hits filed as inhibitors | hit rate 1.2% among 390,000; also: % is scaled to controls: 0 for no effect and ±100 for the full control effect
#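 Pol eta at 10 nM preincubated with compounds 15 min at room temperature; reaction started with fluorescent substrate (50 nM final) and read kinetically at 0 and 10 min.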
# APEX1 inh – qHTS Assay for Inhibitors of the Human Apurinic/apyrimidinic Endonuclease 1 (APE1); DNA repair nuclease/redox regulator APEX1 (Homo sapiens), P27695; recombinant APE1, TAMRA/BHQ-2 abasic DNA cleavage fluorescence; Potency, µM (highest dose often 65.8 µM), without a hit: top-dose activity change, negative = inhibition, usual class: inhibitors; hit rate 0.35% among 350,000;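 also: plate controls were vehicle for no effect and reference inhibitor for full effect; nearly all actives have a fitted effect of over 55% in size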
#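 Readout is kinetic fluorescence (ex 525, em 598 nm) from cleavage of 50 nM TAMRA/BHQ-2 THF abasic duplex by 0.75 nM APE1, compound added 15 min beforehand at RT.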
# Pol beta inh – qHTS Assay for Inhibitors of DNA Polymerase Beta | Potency, µM (doses to about 114 µM), without a hit: at the highest dose activity change, negative = inhibition, most hits filed as inhibitors | hit rate 1.3% among 340,000 | Pol beta primer extension/strand displacement, fluorescence kinetic | P06746; also: % is scaled to controls: 0 for no effect and ±100 for the full control effect
#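 Homogeneous kinetic assay of primer extension and strand displacement by 10 nM Pol beta, preincubated 15 min at room temperature with compound before 50 nM substrate (final) was added. Read at 0 and 10 min; four-parameter Hill fit.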
# BLM helicase inh – qHTS Assay for Inhibitors of Bloom's syndrome helicase (BLM) | RecQ-like DNA helicase BLM (Homo sapiens), P54132 | recombinant BLM DNA unwinding, fluorescence dequenching | Potency, µM (titrated, usually from 56.1 µM), for inactives: top-dose activity change, negative = inhibition, hits mostly inhibitors | hit rate 0.2% among 350,000 | AID 2528, 2010;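 also: plate controls were vehicle for no effect and no enzyme for full effect; nearly all actives have a fitted effect of over 35% in size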
# Target sequence (P54132 whole entry, looked up): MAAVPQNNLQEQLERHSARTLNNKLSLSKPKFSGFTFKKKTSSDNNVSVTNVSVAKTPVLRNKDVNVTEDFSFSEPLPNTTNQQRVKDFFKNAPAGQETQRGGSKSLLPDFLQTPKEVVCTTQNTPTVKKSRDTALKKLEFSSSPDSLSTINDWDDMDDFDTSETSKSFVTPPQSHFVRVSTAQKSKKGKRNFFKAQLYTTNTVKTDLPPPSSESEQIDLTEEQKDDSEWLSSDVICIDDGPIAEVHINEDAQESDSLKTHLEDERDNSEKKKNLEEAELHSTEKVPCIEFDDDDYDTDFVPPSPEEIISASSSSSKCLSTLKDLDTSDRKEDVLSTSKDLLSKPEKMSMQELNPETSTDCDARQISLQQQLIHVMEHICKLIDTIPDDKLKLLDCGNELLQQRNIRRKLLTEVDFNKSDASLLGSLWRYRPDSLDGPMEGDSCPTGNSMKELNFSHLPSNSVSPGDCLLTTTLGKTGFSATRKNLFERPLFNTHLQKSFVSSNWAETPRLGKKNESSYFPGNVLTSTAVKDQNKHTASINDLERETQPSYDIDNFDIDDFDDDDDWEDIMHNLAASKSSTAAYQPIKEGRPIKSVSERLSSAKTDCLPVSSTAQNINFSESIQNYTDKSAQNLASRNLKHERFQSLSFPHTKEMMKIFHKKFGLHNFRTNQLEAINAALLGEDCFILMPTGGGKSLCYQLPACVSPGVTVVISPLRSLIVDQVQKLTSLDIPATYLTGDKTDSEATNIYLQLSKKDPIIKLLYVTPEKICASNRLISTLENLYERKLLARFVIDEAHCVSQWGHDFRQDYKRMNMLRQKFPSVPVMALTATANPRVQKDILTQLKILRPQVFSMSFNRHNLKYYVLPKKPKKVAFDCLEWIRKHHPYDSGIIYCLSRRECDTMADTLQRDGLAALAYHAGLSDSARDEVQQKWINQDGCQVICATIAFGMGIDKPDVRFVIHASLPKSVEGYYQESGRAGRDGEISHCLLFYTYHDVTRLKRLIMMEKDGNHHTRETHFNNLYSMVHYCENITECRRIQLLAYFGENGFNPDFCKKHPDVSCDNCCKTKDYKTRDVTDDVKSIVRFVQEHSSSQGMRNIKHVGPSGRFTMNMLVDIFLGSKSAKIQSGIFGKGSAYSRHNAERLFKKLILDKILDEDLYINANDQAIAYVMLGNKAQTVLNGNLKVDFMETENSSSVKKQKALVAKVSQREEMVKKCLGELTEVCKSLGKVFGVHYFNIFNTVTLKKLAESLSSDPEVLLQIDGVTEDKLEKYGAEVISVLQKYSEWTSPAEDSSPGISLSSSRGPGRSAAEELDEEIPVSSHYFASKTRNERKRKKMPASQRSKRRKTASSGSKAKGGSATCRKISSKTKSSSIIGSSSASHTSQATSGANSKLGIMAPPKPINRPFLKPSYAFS
# POLK inh – qHTS for Inhibitors of Polymerase Kappa; hit rate 0.53% among 400,000; Potency, µM (series often up to 107 µM), inactives show at the highest dose activity, negative = inhibition, most hits filed as inhibitors; purified Pol kappa, fluorescent DNA synthesis assay, 10 min; AID 588579, 2011; also: % is scaled to controls: 0 for no effect and ±100 for the full control effect
#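 Enzyme at 10 nM met test compounds for 15 min at room temperature. Substrate addition (50 nM final) began the reaction, which was monitored by fluorescence at 0 and 10 min.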
# BAZ2B block – qHTS Assay for Inhibitors of BAZ2B; AlphaScreen BAZ2B-H3K14Ac peptide displacement; Potency, µM (titrated, usually from 114 µM), for inactives: at the top dose activity change, negative = inhibition, actives largely listed as inhibitors; hit rate 4.4% among 360,000; AID 504333, 2011; also: % is scaled to controls: 0 for no effect and ±100 for the full control effect; nearly all actives have a fitted effect of over 60% in size
#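 AlphaScreen luminescence quantifies BAZ2B engagement of H3K14Ac peptide; the protein and biotinylated peptide are both at 50 nM final, buffer PBS pH 7.4 with 0.01% Tween-20, all steps at room temperature.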
# G9a inh – qHTS Assay for Inhibitors of Histone Lysine Methyltransferase G9a; Histone-lysine N-methyltransferase EHMT2 (Homo sapiens), Q96KQ7; G9a H3K9 monomethylation, AlphaScreen, 2 h; Potency, µM (highest dose often 102 µM), for the others: at the highest dose activity, negative = inhibition, actives largely listed as inhibitors; hit rate 8.8% among 350,000; AID 504332, 2011; also: % is scaled to controls: 0 for no effect and ±100 for the full control effect; nearly all actives have a fitted effect of over 75% in size
#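 Step 1: enzyme (final 20 nM) with compound, 15 min RT. Step 2: substrate peptide 500 nM and SAM 20 uM, 2 h RT. Step 3: anti-H3K9me1 antibody and AlphaScreen beads, 10 min, then plate read.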
# Pol iota inh – qHTS for Inhibitors of Polymerase Iota. Pol iota fluorescent replication assay, 10 min. hit rate 1% among 390,000. Potency, µM (titrated, usually from 115 µM), without a hit: at the highest dose activity, negative = inhibition, hits mostly inhibitors. DNA polymerase iota (Homo sapiens), Q9UNA4
#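 Pol iota at 10 nM preincubated 15 min with compounds at room temperature; reaction started with fluorescent substrate, 50 nM final. Fluorescence read kinetically at 0 and 10 min; buffer-only wells as negative control.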
# JMJD2A Tudor inh – qHTS Assay for Inhibitors of JMJD2A-Tudor Domain | Lysine-specific demethylase 4A (Homo sapiens), O75164 | AlphaScreen JMJD2A-Tudor / H3K4me3 peptide binding | Potency, µM (series often up to 114 µM), without a hit: at the highest dose activity change, negative = inhibition, usual class: inhibitors | hit rate 4.4% among 390,000; also: % is scaled to controls: 0 for no effect and ±100 for the full control effect; nearly all actives have a fitted effect of over 50% in size
# Active calls of the source: *; ? = inconclusive; . = not tested or not shown; [ ] = dose if it differs, or a comment. Calls follow the shape of the dose curve; as a rule, active = well fitted curve in the direction sought with a large enough effect; inconclusive = small, poorly fitted or top-dose-only effect, or another doubt; inactive = no such curve, though single readings can be large; an effect the other way counts as inactive or inconclusive. Potency is read from the fitted curve at half-maximal effect. The list is partial; count on the stated rates, not on these rows.
mol	Pol eta inh	APEX1 inh	Pol beta inh	BLM helicase inh	POLK inh	BAZ2B block	G9a inh	Pol iota inh	JMJD2A Tudor inh
Cc1cc(C)n(-c2nc(NCCC(C)C)c3c4c(sc3n2)COC(C)(C)C4)n1	-14%	2%	5%	-2%	4%	-30%	18%	12%	-24%
CN(C)S(=O)(=O)c1cccc(NC(=O)CCSc2ccc(Cl)cc2)c1	-9%	11%	-4%	-8%	-9%	12%	?	13%	-10%
CS(=O)(=O)NC1CCN(Cc2ccccc2)CC1	-3%	5%	2%	-1%	-10%	9%	-6%[12.7 µM]	11%	-13%
O=C1C(Cl)=C(N2CCOCC2)C(=O)N1c1ccccc1	-10%	?	-10%	2%	-9%	5%	3%[2.33 µM]	5%	1%
NS(=O)(=O)c1ccc(NS(=O)(=O)c2ccc(Br)cc2)cc1	-18%	37%	2%	-6%	-20%	2%	7%	31%[activator]	-14%
O=C1c2cccc3cccc(c23)C(=O)N1c1ccc(O)cc1	?	-10%	-19%	-14%	-42%	79µM*	-14%	?	-25%
CCc1ccccc1OCC(=O)NC1CCCC1	?	0%	0%	-4%	-3%	-4%	?	-3%	-1%
O=C(CSc1ccc2c(c1)OCCO2)NCC1CCCO1 (stereo not given)	?	3%	13%	-2%	-2%	9%	-2%[59 µM]	?	-17%
Cc1ccc(C(=O)Nc2ccc(O)c(C(=O)O)c2)o1	14µM*	-6%	?	-8%	-31%	-33%	?	9%	-19%
CNC(=O)c1cc(S(=O)(=O)Nc2ccc3c(c2)OCCO3)ccc1C	-13%	26%	24%	-4%	-3%	9%	24%	124%[activator]	-20%
CC(C)CNC(=O)CC(NCC(C)C)C(=O)O (stereo not given)	.	-2%	39%	-5%	.	6%	-44%[59 µM]	.	.
COc1ccc(NS(=O)(=O)c2cc(C(=O)N3CCC3)ccc2C)cc1	-17%	-12%	.	.	2%	-28%	14%[12.7 µM]	-3%	-31%
Nc1c(C(=O)c2ccc(Cl)cc2)sc2c1c(=O)[nH]c(=O)n2-c1ccccc1	2%	-2%	26%[57.1 µM]	1%	-4%	-4%	2%	160%[activator]	-11%
O=C(NCC1CCCO1)c1sc2ccccc2c1Cl (stereo not given)	-12%	1%	16%	-9%	-10%	1%	21%[59 µM]	33%[activator]	-5%
CCc1nc2ccccc2c(C(=O)OC2CCOC2=O)c1C (stereo not given)	-7%	-4%	1%	0%	0%	6%	13%[59 µM]	17%	-14%
CCC1CCC2(CC1)NC(=O)N(CC(=O)N1CCc3ccccc31)C2=O (stereo not given)	-3%	-11%	.	.	-14%	.	.	-11%	-11%
CCOC(=O)C1CCN(C(=O)Cn2cc(C(=O)c3ccco3)c3ccccc32)CC1	-14%	1%	4%	-2%	-5%	3%	8%[59 µM]	-29%	1%
Cc1ccc(OCC(=O)N/N=C\c2cn(C)c3ccccc23)c([N+](=O)[O-])c1	0%	-3%	31%	-6%	-4%	-32%	21%[2.33 µM]	8%	-8%
COc1cccc2sc(Nc3nnc(-c4ccc(F)cc4)o3)nc12	50µM*	-4%	13µM*	-24%	-22%	-7%	4%[59 µM]	-23%	-34%
O=c1c2cn[nH]c2nc(SCc2cc(=O)n3cc(Br)ccc3n2)n1-c1ccc(Br)cc1	4%	?	-15%	-3%	-17%	-2%	?	40%[activator]	-30%
O=c1c2cc3c(cc2[nH]c(=S)n1CCN1CCOCC1)OCO3	-14%	-5%	5%	-9%	-7%	?	?	16%	35µM*
CC(=O)C1=C(c2ccccc2)NC(=S)NC1c1cc(Cl)c(OC(C)C)c(Cl)c1 (stereo not given)	-27%	-7%	1%	-9%	-15%	-33%	-8%[59 µM]	6%	-17%
O=C(Nc1ccc(Oc2c(F)c(F)c(F)c(F)c2F)cc1)OC1CCN2Cc3ccccc3N=C12 (stereo not given)	-16%	20%	-9%	-12%	9%	-4%	17%[59 µM]	19%	-8%
CC1CCc2c(sc(NC(=O)c3cc4nc(-c5ccc(Cl)cc5)cc(C(F)(F)F)n4n3)c2C#N)C1 (stereo not given)	-14%	.	3%	-2%	8%	-15%	1%[59 µM]	15%	-4%
Cc1ccc(-c2cn3nc(N4CCCC(C(=O)NCc5ccc(F)cc5)C4)sc3n2)cc1 (stereo not given)	-27%	.	-27%	4%	-4%	-4%	-23%[59 µM]	24%	-18%
CCn1c(=O)n(Cc2ccco2)c(=N)c2c3c(sc21)COC(C)(C)C3	-5%	-5%	14%	1%	-6%	-3%	2%[59 µM]	17%	-15%
COc1ccccc1NC(=O)CN1CCOCC1	-22%	17%	44%	-1%	-7%	-9%	39%	35%[activator]	-18%
O=C(NC1CC(=O)N(c2ccc(F)cc2)C1)c1ccc2c(c1)OCO2 (stereo not given)	-15%	.	4%	3%	2%[60.1 µM]	0%	5%[59 µM]	21%	-13%
CC(=O)c1cccc(NC(=O)COC(=O)COc2c(Cl)cc(Cl)c3ccc(C)nc23)c1	-5%	2%	15%	2%	-11%	-21%	-5%[59 µM]	13%	-12%
O=C(CNC(=O)c1ccc(Cl)cc1Cl)OCc1nnc(-c2ccccc2)o1	-10%	-2%	.	.	-1%	-6%	3%	20%	-17%
Cc1ccc(-c2nc(C3CCN(S(C)(=O)=O)CC3)no2)cc1	-2%	-1%	3%	-2%	-9%	7%	-6%	-1%	?
CC(=O)Nc1ccc(OS(=O)(=O)c2ccccc2C)cc1	-19%	-8%	?	-5%	-4%	-15%	0%	130%[activator]	3%
CCNC(=S)NNC(=O)c1cc(C)on1	-6%	-7%	5%	-1%	5%	8%	32%[12.7 µM]	-9%	-19%
N#CCSc1ccccc1NC(=O)COC(=O)Cc1c[nH]c2ccccc12	-25%	9%	.	.	-2%	?	-9%[59 µM]	6%	-6%
COc1cccc(COC(=O)C2CCN(S(=O)(=O)c3ccc(C)cc3C)CC2)c1OC	-16%	4%	.	.	-20%	6%	3%[0.501 µM]	-8%	12%
Cc1c(NC(=O)C(c2ccccc2)c2ccccc2)cccc1C(=O)O	-10%	21%	10%	2%	-3%	-3%	-8%[12.7 µM]	-1%	-21%
Cc1cc(C)n(-c2ccc(Cl)c(C(=O)Nc3ccc(-c4nnc5n4CCCCC5)cc3)n2)n1	-12%	-3%	-10%	0%	1%	25%	4%[59 µM]	-5%	-7%[57.1 µM]
CCCOc1ccccc1C(=O)Nc1ccc(-c2nc3ccc(C)cc3s2)cc1	-5%	.	0%	-1%	-5%	4%	29%[59 µM]	-4%	15%
CCCCN(CC)C(=O)Cn1ncc2c1-c1cc(C)ccc1OC2	-20%	0%	36%	-1%	5%	-4%	14%	5%	2%
CCn1c(SCC(=O)N2CCCC2)nnc1-c1ccc(S(=O)(=O)N2CCCCCC2)cc1	-19%	0%	3%	0%	-9%	3%	-1%	18%	-14%
Cc1ccsc1/C=N/Nc1ccc(C(=O)O)cc1	-11%	0%	36%	-2%	-7%	-11%	-51%	-22%	-22%
O=C(Nc1ccsc1C(=O)N1CCCC1)c1ccccc1	-16%	-2%	9%	0%	4%	1%	-4%	28%	17%
Cc1cc(=O)n2[nH]c(-c3ccc(F)cc3)nc2n1	3%	8%	-7%	1%	2%	4%	12%	10%	3%
CCOC(=O)N1CCC(N2Cc3cccc(C(=O)Nc4c(C)cccc4CC)c3C2=O)CC1	-19%	-1%	13%	-4%	-2%	-12%	11%	20%	-8%
COc1ccc(NC(=O)NNC(=O)C(C)Oc2ccc3ccccc3c2)cc1 (stereo not given)	-23%	9%	16%	-2%	-9%	-15%	.	24%	-13%
O=C(CN1C(=O)NC(c2ccccc2)(c2ccccc2)C1=O)Nc1ccc(N2CCOCC2)cc1	-30%	25%	.	.	-16%	.	.	-11%	?
COc1cc(C(=O)OC(C)C(=O)Nc2ccc3c(c2)OCCO3)cc(OC)c1OC (stereo not given)	-18%	13%	.	.	-2%	.	.	50%[activator]	-14%
COc1c(C)cc(C(=O)C2CCCN(C(=O)c3cc(C4CC4)[nH]n3)C2)cc1C (stereo not given)	-10%	-17%	-3%	-1%	7%	-2%	-5%[0.501 µM]	9%	-12%
Cc1cccc2c1-c1sc(C(=O)N3CCCCC3)cc1CO2	-4%	16%	1%	-5%	3%	61%[activator]	160%[activator]	-9%	74%[activator]
O=C(Nc1ccc(F)c(F)c1)C1=COCCO1	-11%	31%	.	.	-8%	7%	-4%[12.7 µM]	-6%	-5%
CC1CCC(NC(=O)CCc2cn(Cc3ccccc3Cl)c3ccccc23)CC1 (stereo not given)	-18%	.	14%	0%	-13%	?	-31%[59 µM]	13%	-18%
CC(=O)C1=C(C)NC(SCSc2ccccc2)=C(C#N)C1c1cccnc1 (stereo not given)	-4%	-2%	30%	-19%	-3%	2%	?	96%[activator]	-31%
CN(C(=O)COC(=O)c1ccc2c(c1)OCO2)C1CCS(=O)(=O)C1 (stereo not given)	-6%	24%	-5%	-4%	-7%	.	?	-11%	-8%

# 3 of the entries above in order of their number in BLM helicase inh, ascending.
mol	Pol eta inh	APEX1 inh	Pol beta inh	BLM helicase inh	POLK inh	BAZ2B block	G9a inh	Pol iota inh	JMJD2A Tudor inh
CC(=O)Nc1ccc(OS(=O)(=O)c2ccccc2C)cc1	-19%	-8%	?	-5%	-4%	-15%	0%	130%[activator]	3%
CCNC(=S)NNC(=O)c1cc(C)on1	-6%	-7%	5%	-1%	5%	8%	32%[12.7 µM]	-9%	-19%
Cc1cc(C)n(-c2ccc(Cl)c(C(=O)Nc3ccc(-c4nnc5n4CCCCC5)cc3)n2)n1	-12%	-3%	-10%	0%	1%	25%	4%[59 µM]	-5%	-7%[57.1 µM]

# Rewritten with values ahead of the structure: two of the compounds above.
Pol eta inh | APEX1 inh | Pol beta inh | BLM helicase inh | POLK inh | BAZ2B block | G9a inh | Pol iota inh | JMJD2A Tudor inh | SMILES
-11% | 31% | . | . | -8% | 7% | -4%[12.7 µM] | -6% | -5% | O=C(Nc1ccc(F)c(F)c1)C1=COCCO1
-19% | -1% | 13% | -4% | -2% | -12% | 11% | 20% | -8% | CCOC(=O)N1CCC(N2Cc3cccc(C(=O)Nc4c(C)cccc4CC)c3C2=O)CC1
